Screens: PubChem BioAssay, National Center for Advancing Translational Sciences (NCATS)
CCT chaperon mod: changes cytosolic chaperonin activity | purified chaperonin ATPase assay, HTRF ADP detection, 30 min | activity change, % (concentration not given with the values), hits read low | 0.3% of 360,000 active | AID 651819; in the data active means activity change below about -30%; further: on the % scale 0 is the no-effect control and ±100 the full control effect
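ATPase activity: ADP formed was measured by HTRF Transcreener (665/615 nm ratio) after 30 min at 37 deg C with 10 uM ATP. Compounds screened at one 76 uM concentration against 40 or 20 nM TRiC in Tris pH 7.4/KCl/MgCl2/DTT buffer.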
Nrf2 ARE act: activates Nrf2 signaling. AID 624171. Potency, µM (top dose mostly 46.1 µM), inactives show at the top dose activation, actives largely listed as activators. 0.31% of 410,000 active. AREc32 ARE-luciferase reporter (MCF7-derived line), luminescence, 24 h; further: potency means the concentration at half of the fitted maximal effect; % of control where 0% means no effect; nearly all actives have a fitted effect of over 65% in size
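ARE-driven firefly luciferase activity in AREc32 cells measured after a 24 hr compound exposure at 37 deg C, using Steady-Glo reagent and a 30 min room-temperature hold.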
TGFb SMAD3 inh: TGF-b pathway inhibition; 1.2% of 410,000 active; Potency, µM (highest dose often 46.1 µM), without a hit: at the highest dose activity, negative = inhibition, most hits filed as inhibitors; HepG2 CAGA-GFP TGF-b/SMAD3 reporter, GFP fluorescence, 18 h; TGF-beta stimulated, 500 pg/mL final; further: potency means the concentration at half of the fitted maximal effect; on the % scale 0 is the no-effect control and ±100 the full control effect; nearly all actives have a fitted effect of over 65% in size
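GFP signal (ex488/em500-530) from TGF-beta-stimulated HEPG2 CAGA-GFP cells, 500 pg/mL final, 18 h at 37 degrees C in DMEM plus 1% FBS, normalized to unstimulated and DMSO-stimulated controls.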
A549 viability: A549 cytotoxicity, counter-screen for Nrf2 inhibitors. A549 ARE-Fluc cells, CellTiter-Fluor viability, 18-24 h. Potency, µM (highest dose often 46 µM), inactives show at the top dose activity change, negative = cytotoxicity, most hits filed as inhibitors. 0.16% of 390,000 active; further: potency means the concentration at half of the fitted maximal effect; on the % scale 0 is the no-effect control and ±100 the full control effect
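A549 ARE-Fluc cells in 5% FBS OPTI-MEM, 5000 cells/well, rested 2 h then exposed to compounds in concentration-response for 18-24 h at 37 °C. Viability by CellTiter-Fluor fluorescence (Ex 405/Em 525) after 30 min; luciferase luminescence (BugLite, 15 min, RT) read afterwards.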
Abeta yeast res: compounds reversing amyloid beta toxicity in yeast | 0.063% of 410,000 active | AID 1347071 | yeast expressing A-beta42, growth rescue, OD600, 48 h; response scale: 0% DMSO, 100% iron-clioquinol control | Potency, µM (doses to about 46.1 µM), without a hit: top-dose growth rescue, most hits filed as activators; further: potency means the concentration at half of the fitted maximal effect; nearly all actives have a fitted effect of over 55% in size
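Growth rescue measured by 600 nm absorbance after 48 h yeast culture at 30 C with compound. Values normalized between DMSO and an equimolar ferric chloride plus clioquinol control.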
Akt phos inh: blocks phosphorylation of Akt; Neuro2A IGF-stimulated pAkt S473 HTRF, 20 min; active compounds read low; activity change, % for hits at 50 µM; 0.32% of 360,000 active; AID 651550; in the data active means activity change below about -80%; inconclusive means mostly about -51% to -80%; further: on the % scale 0 is the no-effect control and ±100 the full control effect
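Neuro2A cells in DMEM with 0.5% FBS, overnight at 37 deg C, given compound at single 50 µM final, then IGF (6 nM final) for 20 min at 37 deg C. Lysed; phospho-Akt Ser473 by HTRF after 24 h, 665/615 ratio.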
Mm-Cpn inhibitor: blocks the Methanococcus maripaludis chaperonin Mm-Cpn. purified Mm-Cpn ATPase, ADP Transcreener TR-FRET. Potency, µM (top dose mostly 76.9 µM), for the others: top-dose activity, negative = inhibition, usual class: inhibitors. 0.031% of 330,000 active. AID 504842; further: potency means the concentration at half of the fitted maximal effect; on the % scale 0 is the no-effect control and ±100 the full control effect; nearly all actives have a fitted effect of over 80% in size
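Reaction buffer contained 30 mM Tris pH 7.4, 100 mM KCl, 5 mM MgCl2 and 1 mM DTT. Mm-CPN (25 nM final) hydrolysed 10 uM ATP over 30 min at 37°C; ADP was read by HTRF.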
Nrf2 inh: inhibitors of Nrf2 signaling. A549 ARE-Fluc reporter, luciferase luminescence, 18-24 h. Potency, µM (series often up to 46 µM), for the others: top-dose activity change, negative = inhibition, usual class: inhibitors. 2.1% of 360,000 active; further: potency means the concentration at half of the fitted maximal effect; on the % scale 0 is the no-effect control and ±100 the full control effect; nearly all actives have a fitted effect of over 60% in size
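A549 ARE_Fluc cells (5000/well, 5% FBS OPTI-MEM) pre-incubated 2 h, then treated with compounds 18-24 h at 37C/5% CO2 in concentration-response. CellTiter-Fluor viability read first; BugLite luciferase luminescence after 15 min at room temperature gives Nrf2 activity.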
HepG2 viability: HepG2 cytotoxicity, counter-screen for TGF-b inhibitors | 0.76% of 410,000 active | AID 588856 | Potency, µM (doses to about 46.1 µM), for inactives: at the top dose activity change, negative = cytotoxicity, usual class: cytotoxic | HepG2 CAGA-GFP viability, ATP luminescence, 18 h; further: potency means the concentration at half of the fitted maximal effect; some results filed as inactive show a strong effect at the top dose
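CellTiter-Glo luminescence gave cytotoxicity after 18 hours at 37 degrees C. The cells were HepG2 CAGA-GFP in 1% FBS DMEM, stimulated with 500 pg/mL TGF-beta after compound addition. %Activity was normalised to no-cell wells (complete cell-killing) and DMSO (no toxicity), and curves were fitted and classified.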
An asterisk follows results filed as active; [ ] = remark or other dose. Unless noted, the call rests on the fitted dose curve; in most records, active means well fitted curve in the direction sought with a large enough effect; inconclusive means small, poorly fitted or top-dose-only effect, or another doubt; inactive means no such curve, though single readings can be large; an effect the other way counts as inactive or inconclusive.

Start of the data: the first two compounds (preview)
Screening CC1CC(C)CN(C(=O)CNC(=O)c2ccc3ccccc3c2)C1 (stereo not drawn) returned CCT chaperon mod -1.0, Nrf2 ARE act 0.1%, TGFb SMAD3 inh -2%, A549 viability 0%, Abeta yeast res -12%, Akt phos inh inactive, Mm-Cpn inhibitor 0%, Nrf2 inh 6% and HepG2 viability -12%.
For COc1ccc(S(=O)(=O)NCC2CCCN(C(=O)c3ccco3)C2)cc1 (stereo not drawn) the results were CCT chaperon mod -1.1, Nrf2 ARE act 0.4%, TGFb SMAD3 inh -7%, A549 viability 1%, Abeta yeast res -6%, Akt phos inh inactive, Mm-Cpn inhibitor 2%, Nrf2 inh 13% and HepG2 viability -26%.

The listing, from the first entry:
Screening CC1CC(C)CN(C(=O)CNC(=O)c2ccc3ccccc3c2)C1 (stereo not drawn) returned CCT chaperon mod -1.0, Nrf2 ARE act 0.1%, TGFb SMAD3 inh -2%, A549 viability 0%, Abeta yeast res -12%, Akt phos inh inactive, Mm-Cpn inhibitor 0%, Nrf2 inh 6% and HepG2 viability -12%.
For COc1ccc(S(=O)(=O)NCC2CCCN(C(=O)c3ccco3)C2)cc1 (stereo not drawn) the results were CCT chaperon mod -1.1, Nrf2 ARE act 0.4%, TGFb SMAD3 inh -7%, A549 viability 1%, Abeta yeast res -6%, Akt phos inh inactive, Mm-Cpn inhibitor 2%, Nrf2 inh 13% and HepG2 viability -26%.
For OC(C#CCN1CCCCC1)c1ccccc1 (stereo not drawn) the results were CCT chaperon mod -2.2, Nrf2 ARE act 0.1%, TGFb SMAD3 inh -4%, A549 viability 2%, Abeta yeast res -4%, Akt phos inh inactive, Mm-Cpn inhibitor -1%, Nrf2 inh -4% and HepG2 viability -27%.
Screening O=C(CCSc1nc(-c2ccco2)cc(C(F)(F)F)n1)Nc1ccc2c(c1)OCO2 returned CCT chaperon mod -0.7, Nrf2 ARE act 0.1%, TGFb SMAD3 inh inconclusive, A549 viability -2%, Abeta yeast res -1%, Mm-Cpn inhibitor -1%, Nrf2 inh -25% and HepG2 viability -4%.
For Oc1sc(C=Nc2ccc(F)cc2)c2ccccc12 the results were CCT chaperon mod -4.9, Nrf2 ARE act inconclusive, TGFb SMAD3 inh 33%[activator], A549 viability -9%, Abeta yeast res 14%, Akt phos inh inactive, Mm-Cpn inhibitor -2%, Nrf2 inh inconclusive and HepG2 viability -5%.
For COc1ccc2c(c1)C1NC(=S)NC(C)(O2)C1C(=O)Nc1ccc(C)cc1C (stereo not drawn) the results were CCT chaperon mod -3.7, Nrf2 ARE act 1.8%, TGFb SMAD3 inh 24%, A549 viability 9%, Abeta yeast res -21%, Akt phos inh inactive, Mm-Cpn inhibitor -24%, Nrf2 inh 4% and HepG2 viability 24%.
For CC1=CC(C)(C)NC(=S)N1c1cc(C)cc(C)c1 the results were CCT chaperon mod -0.8, Nrf2 ARE act 0.3%, TGFb SMAD3 inh inconclusive, A549 viability -7%, Abeta yeast res inconclusive, Akt phos inh inactive, Mm-Cpn inhibitor 0%, Nrf2 inh -16% and HepG2 viability 4%.
Screening CCc1ccccc1NC(=O)N1CCCn2nc(C)cc21 returned Nrf2 ARE act -0.5%, A549 viability -4%, Abeta yeast res -13%, Nrf2 inh 3% and HepG2 viability 21%.
`FC(F)(F)c1ccc2c(c1)NCC1CCCN21` (stereo not drawn) gave CCT chaperon mod 1.1, Nrf2 ARE act 0.3%, TGFb SMAD3 inh 6%, A549 viability -2%, Abeta yeast res -4%, Akt phos inh inactive, Mm-Cpn inhibitor -5%, Nrf2 inh inconclusive and HepG2 viability -4%.
For CCN(CC)S(=O)(=O)c1ccc(/C=C/C(=O)Nc2ccc(N3CCOCC3)cc2)cc1 the results were CCT chaperon mod 0.4, Nrf2 ARE act 2.8%, TGFb SMAD3 inh -26%, A549 viability -14%, Abeta yeast res 0%, Akt phos inh inactive, Mm-Cpn inhibitor 0%, Nrf2 inh 16µM* and HepG2 viability -13%.
For CCCNC(=O)c1cc(C2CCCCN2C(=O)c2ccccc2)on1 (stereo not drawn) the results were CCT chaperon mod -4.5, Nrf2 ARE act 0.6%, TGFb SMAD3 inh 12%, Abeta yeast res -14%, Akt phos inh inactive and HepG2 viability 3%.
For Cc1cccc(C)c1NC(=O)C1(N(Cc2ccco2)C(=O)CC2NC(=O)NC2=O)CCCC1 (stereo not drawn) the results were CCT chaperon mod 0.1, Nrf2 ARE act 0.3%, TGFb SMAD3 inh 1%, A549 viability -9%, Abeta yeast res -16%, Akt phos inh inactive, Mm-Cpn inhibitor -1%, Nrf2 inh 9% and HepG2 viability -1%.
COCCSc1nnc(NC(=O)C2CC(=O)N(c3ccc(Cl)cc3)C2)s1 (stereo not drawn) was read as CCT chaperon mod -3.7, Nrf2 ARE act 4.4%, TGFb SMAD3 inh 3%, A549 viability 10%, Abeta yeast res -11%, Akt phos inh inactive, Mm-Cpn inhibitor -1%, Nrf2 inh -10% and HepG2 viability -6%.
For Cc1cccc(S(=O)(=O)N(C)C[C@@H]2OCc3cnnn3CCCC(=O)N([C@H](C)CO)C[C@H]2C)c1 the results were CCT chaperon mod -2.1, Nrf2 ARE act 0.3%, TGFb SMAD3 inh -11%, Abeta yeast res -2%, Akt phos inh inactive and HepG2 viability -15%.
`CCCCn1nnnc1C(c1cc2ccccc2o1)N(Cc1ccccc1)Cc1ccccc1` (stereo not drawn) gave CCT chaperon mod -0.2, Nrf2 ARE act 0.2%, Abeta yeast res 15% and Akt phos inh inactive.
For O=C(CN1CCN(Cc2ccccc2)CC1)N/N=C/c1c[nH]c2ccccc12 the results were CCT chaperon mod -2.0, Nrf2 ARE act 2.3%, TGFb SMAD3 inh 2%, A549 viability -6%, Abeta yeast res 6%, Akt phos inh inactive, Mm-Cpn inhibitor 3%, Nrf2 inh inconclusive and HepG2 viability -1%.
Cc1ccc(-c2noc(CCC(=O)NCCCN3CCN(c4ccc(F)cc4)CC3)n2)cc1 was read as CCT chaperon mod -7.5, Nrf2 ARE act -0.1%, TGFb SMAD3 inh 4%, A549 viability -1%, Abeta yeast res 7%, Akt phos inh inactive, Mm-Cpn inhibitor -2% and HepG2 viability -30%.
`CCNS(=O)(=O)c1ccc(CCC(=O)N2CCc3ccccc3C2)cc1` gave CCT chaperon mod 2.8, Nrf2 ARE act -0.4%, TGFb SMAD3 inh 9%, A549 viability 5%, Abeta yeast res 5%, Akt phos inh inactive, Mm-Cpn inhibitor 1%, Nrf2 inh 14% and HepG2 viability 5%.
C=CCn1c(=S)[nH]c2cc(-c3ccccc3)sc2c1=O was read as CCT chaperon mod 1.1, Nrf2 ARE act 2.6%, TGFb SMAD3 inh 1%, A549 viability inconclusive, Abeta yeast res -5%, Akt phos inh inactive, Mm-Cpn inhibitor -10%, Nrf2 inh inconclusive and HepG2 viability -5%.
For COc1ccc(S(=O)(=O)N2CCOCC2)cc1NC(=O)CCNC(=O)c1ccc([N+](=O)[O-])cc1 the results were CCT chaperon mod 0.8, Nrf2 ARE act 2.5%, TGFb SMAD3 inh -5%, A549 viability 3%, Abeta yeast res 9%, Akt phos inh inactive, Mm-Cpn inhibitor -2%, Nrf2 inh -4% and HepG2 viability 4%.
`COc1ccc(C(=O)/C=C/NCc2ccc(C)cc2)cc1` gave CCT chaperon mod 2.7, Nrf2 ARE act 1.8%, TGFb SMAD3 inh -6%, A549 viability -6%, Abeta yeast res -14%, Akt phos inh inactive, Nrf2 inh inconclusive and HepG2 viability 7%.
For COc1ccc(N=C2SC(CC(=O)Nc3cccc(Cl)c3)C(=O)N2Cc2ccco2)cc1 (stereo not drawn) the results were CCT chaperon mod -1.4, Nrf2 ARE act 7.4%, TGFb SMAD3 inh inconclusive, A549 viability inconclusive, Abeta yeast res 20%, Akt phos inh inactive, Mm-Cpn inhibitor 1%, Nrf2 inh inconclusive and HepG2 viability 0%.
`CCc1ccc(CNC(=O)c2ccc3c(Cl)c4c(nc3c2)CCCC4)cc1` gave Nrf2 ARE act -1.0%, TGFb SMAD3 inh 0%, A549 viability -3%, Abeta yeast res 30%, Nrf2 inh 16% and HepG2 viability 6%.
For O=C(CCc1ccccc1)NCC(=O)N/N=C/c1ccc2c(c1)OCO2 the results were CCT chaperon mod -1.8, Nrf2 ARE act 3.2%, TGFb SMAD3 inh -6%, A549 viability 15%, Abeta yeast res 3%, Akt phos inh inactive, Mm-Cpn inhibitor 0%, Nrf2 inh inconclusive and HepG2 viability -5%.
For Cc1nnc(SC(C)C(=O)c2c[nH]c3ccccc23)n1C1CC1 (stereo not drawn) the results were CCT chaperon mod 1.0, Nrf2 ARE act 2.6%, TGFb SMAD3 inh 2%, Abeta yeast res 0%, Akt phos inh inactive and HepG2 viability -2%.
`CN(C)S(=O)(=O)c1cccc(NC(=O)Cc2ccsc2)c1` gave CCT chaperon mod 1.3, Nrf2 ARE act -0.1%, TGFb SMAD3 inh 5%, A549 viability 1%, Abeta yeast res -8%, Akt phos inh inactive, Mm-Cpn inhibitor 0%, Nrf2 inh -3% and HepG2 viability -3%.
Cc1ccc(C(=O)Nc2nc(C(C)(C)C)cs2)s1 was read as CCT chaperon mod 2.1, Nrf2 ARE act 9.7%, TGFb SMAD3 inh -17%, A549 viability -5%, Abeta yeast res -22%, Mm-Cpn inhibitor 0%, Nrf2 inh inconclusive and HepG2 viability 2%.
